High-throughput results from PubChem.
Fam108B counter – Fam108B inhibition, counter-screen for RBBP9 inhibitors; recombinant Fam108B, FP-Rh probe fluorescence polarization; inhibition, % at 9.51 µM; 300,000 tested, 0.33% active;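 active means inhibition above the screen mean inhibition plus 3 SD, computed separately per campaign, cut at about 18% in these data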;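 further: inhibitors lower polarization as less probe binds the enzyme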
ZTA DNA inh – counter-screen for EBNA-1 inhibitors: inhibitors of Epstein-Barr virus ZTA | P03206 | ZTA-DNA binding, fluorescence polarization | inhibition, % at 11 µM | 320,000 tested, 0.15% active | AID 2234; in the data active means inhibition above about 33%
Target sequence (P03206 whole entry, looked up): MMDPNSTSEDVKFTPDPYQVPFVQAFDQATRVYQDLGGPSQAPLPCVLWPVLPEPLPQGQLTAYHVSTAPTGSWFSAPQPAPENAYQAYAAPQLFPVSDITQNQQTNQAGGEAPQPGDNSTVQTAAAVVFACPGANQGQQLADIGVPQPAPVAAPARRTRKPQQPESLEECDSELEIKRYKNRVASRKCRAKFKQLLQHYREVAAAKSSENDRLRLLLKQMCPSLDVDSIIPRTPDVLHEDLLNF
MEX-5 binding – C. elegans MEX-5 TCR-2 RNA binding activity. Q9XUB2. MEX-5/FITC-TCR2 RNA binding, fluorescence polarization; stronger effect = lower value. activity score (negative = inhibition of binding), % at 10 µM. 300,000 tested, 0.38% active. AID 1832;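 active means inhibition past about -25% in most replicates, and total fluorescence under double the plate's negative control median, limit read from the data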;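 further: 0% = DMSO and -100% = 5 µM competing unlabeled TCR2 RNA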
Efflux pump inh – inhibitors of Candida antifungal efflux pumps expressed in yeast; inhibition, % at 10 µM; S. cerevisiae Candida pump triplex, Nile Red efflux; AID 485275; 330,000 tested, 0.44% active;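 active means plate passing quality check with inhibition over a set limit, or well fluorescence over plate mean plus 4 SD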;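 further: Nile Red retained in pooled yeast measured as flow cytometry median fluorescence; 0% = buffer negative control and 100% = Enniatin B positive control; higher means more Nile Red kept so more efflux inhibition; some compounds called inactive have numbers as strong as hits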
Yeast superoxide – caloric restriction mimetics inhibiting age-related superoxide in yeast | superoxide response (% of plate mean), % at 10 µM | 330,000 tested, 0.18% active | AID 2690 | S. cerevisiae aged cells, superoxide DHE fluorescence; stronger effect = lower value;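 active means superoxide response under a set limit, about three screen SD below normal, cut at about 65% in these data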;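 further: yeast aged for seven days with compound at 30 °C before DHE staining; 100% = average MFI of all compound-treated wells on the plate with controls excluded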
MCL1 BIM primary – disrupts human MCL1 binding to BIM-BH3 peptide; Q07820; GST-MCL1 / FITC-Bim-BH3 fluorescence polarization; inhibition, % at 10.9 µM; 320,000 tested, 0.68% active; AID 2057;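 active means inhibition above the mean inhibition of all tested compounds plus 3 SD, set per campaign, cut at about 40% in these data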;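 further: 0% = DMSO wells and 100% = unlabeled Bim-BH3 peptide control; higher means more loss of mP so more displacement of Bim peptide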
Target sequence (Q07820 whole entry, looked up): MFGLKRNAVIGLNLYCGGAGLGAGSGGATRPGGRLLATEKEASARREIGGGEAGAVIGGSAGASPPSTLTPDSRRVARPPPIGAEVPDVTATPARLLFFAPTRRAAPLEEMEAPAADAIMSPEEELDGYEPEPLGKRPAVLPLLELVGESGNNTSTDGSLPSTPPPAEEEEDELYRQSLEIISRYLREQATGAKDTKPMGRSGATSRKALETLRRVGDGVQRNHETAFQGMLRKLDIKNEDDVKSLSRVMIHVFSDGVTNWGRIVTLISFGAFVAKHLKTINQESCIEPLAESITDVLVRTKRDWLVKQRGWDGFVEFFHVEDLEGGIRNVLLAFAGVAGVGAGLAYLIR
EBNA-1 inhibitor – blocks EBNA-1 binding to DNA; EBNA-1 DNA binding, fluorescence polarization; inhibition, % at 14.8 µM; 300,000 tested, 0.34% active; AID 1950; in the data active means inhibition above about 28%
BCLXL inh – inhibitors of human Bcl-xL; Q07817; GST-Bcl-xL / FITC-Bim BH3 peptide fluorescence polarization; inhibition, % at 10.9 µM; 320,000 tested, 0.7% active;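 active means inhibition above the mean of all tested compounds plus 3 SD, cutoff set per campaign, cut at about 30% in these data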;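 further: 0% = DMSO wells and 100% = unlabeled Bim-BH3 peptide competitor; inhibitors lower millipolarization by displacing the labeled peptide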
Target sequence (Q07817 whole entry, looked up): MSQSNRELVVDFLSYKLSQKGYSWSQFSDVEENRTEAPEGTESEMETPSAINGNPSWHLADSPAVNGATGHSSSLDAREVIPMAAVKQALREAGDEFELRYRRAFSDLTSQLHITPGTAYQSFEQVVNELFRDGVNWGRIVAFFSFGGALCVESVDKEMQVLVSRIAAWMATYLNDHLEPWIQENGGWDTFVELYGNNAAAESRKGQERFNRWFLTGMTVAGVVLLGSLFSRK
GLD-1 TGE inh – GLD-1-TGE RNA interaction inhibition (C. elegans); Q17339; purified GLD-1 + fluorescein TGE RNA, fluorescence polarization; inhibition, % at 5.96 µM; 320,000 tested, 0.44% active; AID 2280;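 active means percent inhibition above a per-plate cutoff, the plate mean of test compounds plus 3 SD, cut at about 30% in these data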;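 further: 0% = DMSO wells with GLD-1 and probe and 100% = wells lacking GLD-1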
Numbers without * were called inactive; x = no result given. The order is random; any-hit rate near 2.3%.

Molecule | MEX-5 binding | EBNA-1 inhibitor | Efflux pump inh | Fam108B counter | MCL1 BIM primary | ZTA DNA inh | BCLXL inh | Yeast superoxide | GLD-1 TGE inh
COc1ccc(CCNC(=O)Cc2ccc(OC)c(OC)c2)cc1OC | 2.1 | -10 | -0.1 | 1 | 1 | -12 | 3 | 74 | 4
CCN1C(=O)C(C(=O)c2ccccc2)SC1=S (stereo not given) | 0.1 | 2 | -0.2 | 0 | 7 | 0 | 7 | 106 | -1
CCCCC(=O)N1CC2(C)CN(C(=O)CCCC)CC(C)(C1)C2=O | 1.1 | 2 | -0.1 | 2 | 4 | 6 | 3 | 101 | -1
Cc1cc(C)cc(NS(=O)(=O)c2ccc(F)cc2)c1 | -0.5 | -5 | -0.1 | -2 | -1 | -15 | 5 | 97 | 6
COc1ccccc1NC(=O)CSc1nnnn1-c1ccc(F)cc1 | 0.7 | -1 | 0.0 | 1 | -1 | -1 | 3 | 98 | 7
Cc1ccc(N=c2sc(C)c(C)n2C)cc1 | -0.5 | -9 | 0.5 | -4 | -8 | -17 | 2 | 106 | 5
CC(C)Oc1cccc(C(=O)Nc2ccccc2N2CCOCC2)c1 | 1.4 | 6 | 0.0 | 0 | 2 | -8 | 5 | 85 | 1
COc1ccc(-n2nnnc2SCC(=O)c2ccc(OC)c(OC)c2)cc1 | -1.1 | 7 | 0.3 | 4 | 1 | -10 | -2 | 121 | -1
CC1(C)Cc2c(sc(NC(=O)c3ccc(S(=O)(=O)N4CCCCCC4)cc3)c2C#N)C(C)(C)N1 | -1.9 | 1 | -0.3 | 8 | -6 | 4 | 5 | 108 | -3
CC1=CC2(O)OCCN(CCO)C2=CC1=O (stereo not given) | -5.3 | 5 | -0.2 | 3 | 11 | 3 | 14 | 89 | 11
CCOCc1nnc(NC(=O)CCC2CCCCC2)s1 | 1.8 | -11 | 0.7 | -5 | 1 | -18 | -5 | 111 | 1
Cc1ccc(C)c(NC(=S)NC(C)C(c2cccs2)N2CCOCC2)c1 (stereo not given) | 4.6 | -7 | 0.2 | 2 | 10 | 5 | 3 | 115 | -9
O=C(NC1CS(=O)(=O)CC1NCc1ccco1)c1ccccc1 (stereo not given) | -0.2 | 1 | 0.2 | 2 | 3 | 6 | 2 | 79 | -2
Cc1[nH]c(C)c(S(=O)(=O)NCc2ccc(F)cc2)c1C(=O)N1CCCC1 | 1.0 | -4 | 0.7 | 5 | 0 | 3 | -3 | 97 | 9
CCCCn1c(N)c(N(CCOC)C(=O)c2cc(-c3ccc(C)cc3)nc3ccccc23)c(=O)[nH]c1=O | 1.2 | -15 | 0.0 | 2 | -4 | -8 | -3 | 100 | -2
O=C(Nc1nccs1)c1ccc(S(=O)(=O)c2ccccc2)cc1 | -1.1 | 12 | 0.2 | -2 | -4 | -8 | 3 | 96 | 1
COc1cccc(-n2nc(C(N)=O)c(O)cc2=O)c1 | 0.6 | 0 | 0.3 | -3 | 2 | 1 | 4 | 95 | 0
COc1ccc(OC)c(C(=O)CSc2nc3ncccc3[nH]2)c1 | 0.2 | -5 | 0.0 | -2 | -10 | -28 | -5 | 96 | -1
COc1ccc(NC(=O)Nc2ccc3nsnc3c2)cc1 | 2.8 | -1 | 0.0 | 12 | 2 | -2 | 5 | 83 | 1
O=C(OCC(=O)N1CCN(C(=O)c2ccco2)CC1)c1ccc(Cl)c(Cl)c1 | x | x | 0.2 | x | 7 | 0 | 2 | 96 | 5
O=c1c2c(nc3cc(-c4cccc(Cl)c4)[nH]n13)CCCC2 | 3.2 | 0 | -0.1 | 1 | 5 | -1 | 10 | 99 | 1
CC(=O)Nc1ccc(NC(=O)C2CCCN(c3ncccn3)C2)cc1 (stereo not given) | -1.1 | -6 | -0.1 | -3 | 0 | -11 | 0 | 100 | 11
Cc1ccc(S(=O)(=O)NCCN2CCOCC2)c(C)c1C | -2.1 | -20 | 0.5 | -2 | 3 | -6 | 5 | 96 | 0
CCN(CC)CCCNC(=O)c1ccc2c3n(nc2c1)-c1ccc(Cl)cc1CO3 | 4.9 | -1 | x | 4 | 7 | -14 | 2 | x | 2
C=CCc1cccc2cc(C(=O)NCc3cccnc3)c(=O)oc12 | -0.1 | 3 | 0.0 | -4 | 11 | -3 | 7 | 89 | 2
O=C(N/C(=C/c1ccc2c(c1)OCO2)C(=O)N1CCOCC1)c1cccs1 | 1.8 | 0 | -0.1 | 1 | 6 | -11 | 12 | 98 | -2
CC1=CC(C)(C)N(C(=O)CN2C(=O)c3ccccc3C2=O)c2ccccc21 | 1.6 | -2 | 0.1 | 1 | 3 | 0 | 7 | 110 | -1
CNC(=S)N(CCc1c(C)[nH]c2ccccc12)Cc1ccco1 | 2.2 | -19 | 0.1 | -6 | 3 | 1 | 4 | 99 | 0
Cc1cc(C)nc(-n2nc(C)cc2NC(=O)c2ccc(S(=O)(=O)N3CCOCC3)cc2)n1 | -0.3 | -13 | 0.0 | 3 | -8 | -25 | -5 | 83 | 0
Cc1cc(O)c(C)c(O)c1/C=N/NC(=O)c1cccnc1 | -1.8 | 3 | -0.2 | 3 | 6 | -24 | -5 | 112 | 6
O=C(CCNC(=O)c1ccccc1Cl)NC1=NCCS1 | 1.1 | -5 | 0.0 | 5 | 0 | -9 | -1 | 104 | -2
Fc1ccc(C2=CSC3=NCCN23)cc1 | -0.5 | 8 | 0.2 | -5 | -2 | -11 | 4 | 86 | 4
CCOC(=O)c1c(NC(=S)Nc2ccccc2)sc2c1CCN(CCc1ccccc1)C2 | x | 18 | -0.2 | -4 | -88 | 17 | -38 | 72 | -103
C[C@@H](O)c1nc2ccccc2n1N | 0.7 | 3 | 0.1 | 1 | -4 | 12 | 3 | 104 | 0
CC(/C=C1\SC(=O)N(CC(=O)Nc2cccc(O)c2)C1=O)=C\c1ccccc1 | -2.8 | -1 | 0.0 | -14 | 2 | 18 | 3 | 98 | 4
CCCN(C(=O)c1cc(S(=O)(=O)N(C)c2ccc(OCC)cc2)ccc1C)C1CCS(=O)(=O)C1 (stereo not given) | x | x | 0.4 | x | 0 | 21 | -1 | 91 | 2
N#Cc1ccc(C23CC4(C2)[C@H](CN(P(=O)(c2ccccc2)c2ccccc2)[C@@H]4c2ccccc2)C3c2ccc(Cl)nc2)cc1 (stereo not given in full) | 0.9 | 3 | 0.1 | -1 | -14 | 11 | 1 | 93 | 2
Cc1ccc(-c2cc(C(=O)Nc3cc(C)on3)c3ccccc3n2)cc1 | 0.1 | -15 | 0.1 | -1 | -4 | -5 | -6 | 102 | 4
CCCCOc1ccc(S(=O)(=O)Nc2cc(OC)ccc2OC)cc1 | 0.2 | -3 | 0.0 | -1 | 0 | 1 | -3 | 102 | 4
O=[N+]([O-])c1cccc(-n2cccc2/C=N/Nc2nc(N3CCCCC3)nc(N3CCCCC3)n2)c1 | 1.7 | -4 | -0.2 | 3 | 10 | 4 | 17 | 94 | 5
CN(CC(=O)NCCN1CCN(Cc2ccccc2)CC1)S(=O)(=O)c1cccc2nsnc12 | -2.1 | -9 | 0.0 | -1 | 0 | -6 | 4 | 103 | 1
O=C(O)c1ccc(NC(=O)C2C3CCC(O3)C2C(=O)O)cc1 (stereo not given) | -2.6 | -17 | 0.3 | -5 | -5 | -4 | 0 | 91 | -4
CCCCc1cc(=O)oc2c(CN(CC)CC)c(O)c(Cl)cc12 | 3.1 | -7 | -0.2 | 3 | 1 | 5 | 2 | 97 | 6
COCCn1c(SCC(=O)NC(=O)NC(C)C)nc2ccccc21 | 0.6 | -5 | 0.3 | -4 | -7 | 5 | -1 | 98 | 1
CCCCCn1c(Sc2nc3ccccc3s2)nc2c1c(=O)[nH]c(=O)n2C | -2.1 | -7 | 0.0 | -4 | 5 | 5 | 0 | 114 | 1
Cc1cc(-c2csc(NC(=O)c3ccc(C#N)cc3)n2)c(C)n1Cc1ccccc1 | 1.3 | 4 | -0.3 | 0 | -7 | -14 | -1 | 113 | 4
CN(CCO)C(=O)c1cccc2c1-c1ccccc1C2=O | -0.9 | -1 | 0.0 | -7 | -1 | -2 | 2 | 97 | 10
CC(C)CCCNc1nc(N2CCOCC2)nc(N2CCOCC2)n1 | -1.5 | -1 | 0.1 | 2 | 2 | 6 | 2 | 89 | 5
Cc1nc(CCNC(=O)Cc2ccc(Cl)cc2)cs1 | -0.7 | -6 | 0.0 | -4 | 0 | 0 | -1 | 112 | 0
Nc1ccc2ncccc2c1N | x | -5 | 0.2 | 14 | 4 | -19 | 13 | 119 | -4
CC(C)Oc1ccc(C(CC(=O)O)Cc2ccccc2)cc1 (stereo not given) | 0.7 | 11 | 0.1 | 0 | 8 | 10 | 5 | 107 | -3
CN1C(=O)C2(C(C#N)=C(N)N(c3cc(Cl)cc(Cl)c3)C3=C2C(=O)CCC3)c2ccccc21 (stereo not given) | 0.7 | -6 | 0.1 | 6 | 7 | 16 | 0 | 106 | 1
Cc1nc2ccccc2c(=O)n1C1CCCCCC1 | -3.7 | 12 | -0.1 | 7 | -2 | 3 | 3 | 92 | -3
NS(=O)(=O)OCCCc1ccc(C(F)(F)F)cc1 | -1.5 | 0 | 0.0 | 0 | -4 | 3 | 2 | 95 | -4
CC(C)(C)c1ccc(S(=O)(=O)NCCOCC(F)(F)C(F)F)cc1 | -0.9 | -6 | 0.0 | 1 | -2 | 14 | -1 | 102 | 1
O=C(CSc1nc2ccccc2[nH]1)c1ccc(Cl)s1 | -1.4 | 3 | 0.0 | 11 | -6 | 19 | 0 | 100 | -11
CC1CC(C)CN(S(=O)(=O)c2ccc(C(=O)NCCCn3ccnc3)cc2)C1 (stereo not given) | 0.3 | 2 | -0.1 | 0 | 1 | 11 | -4 | 99 | 4
O=C(/C=C/c1ccc(-c2ccccc2)o1)c1ccccc1 | -0.9 | 11 | 0.0 | -7 | -3 | 2 | 0 | 98 | 2
CNc1nc2c(c(=O)n(C)c(=O)n2C)n1CCCc1ccccc1 | 0.8 | 3 | 0.0 | 2 | -4 | -9 | 0 | 95 | -2
C=CCN1C(=O)C(O)(CC(=O)c2ccc(Cl)cc2)c2ccccc21 (stereo not given) | -5.7 | 1 | 0.0 | -6 | -3 | 2 | 4 | 92 | -2

(further entries)
Molecule | MEX-5 binding | EBNA-1 inhibitor | Efflux pump inh | Fam108B counter | MCL1 BIM primary | ZTA DNA inh | BCLXL inh | Yeast superoxide | GLD-1 TGE inh
CN1CCC(N(C)CC(=O)Nc2cccc(Oc3ccccc3)c2)CC1 | 0.4 | 0 | -0.1 | 2 | -1 | 8 | 3 | 106 | 7
O=C(CSc1nnc(Nc2ccccc2)s1)NCc1ccco1 | -2.2 | 3 | 0.0 | 0 | 6 | 14 | 4 | 104 | -2
CN(C)C(CNc1ncnc2sc3c(c12)CCCCC3)c1ccco1 (stereo not given) | 13 | 5 | 0.1 | 1 | 5 | 2 | -2 | 106 | -1
CCN(CC(=O)Nc1ccccc1OC)C(=O)CSCc1ccc(C)cc1 | x | x | 0.1 | x | 6 | 6 | 8 | 101 | -8
CCC(COC)NC(=O)CCc1nnc(Cc2cccc(C(F)(F)F)c2)o1 (stereo not given) | 2.1 | -10 | 0.1 | -5 | -7 | -7 | -4 | 97 | -7
